High-throughput results from PubChem BioAssay.
D2 potentiator – positively modulates the human D2 dopamine receptor allosterically; P14416; potentiation, % at 10 µM; HEK293 T-REx D2, calcium flux, EC20 dopamine potentiation; 0.34% of 340,000 active;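 active = potentiation over 3 SD above the plate norm, cut at about 30% in these data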; also: 0% is about no effect
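Tetracycline-induced Hek293 Trex D2 cells, force-coupled to calcium, loaded with no-wash calcium dye. Compound added with 180 s kinetic read for agonism, then EC20 dopamine and a further 180 s read for potentiation.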
Vif-A3F inh – inhibitors of Vif-A3F interaction; Potency, µM (titrated, usually from 46.1 µM), without a hit: at the highest dose activity, negative = active; 0.2% of 390,000 active; HeLa A3F-eYFP + Vif (tagged APOBEC3F with the HIV-1 protein that degrades it), YFP fluorescence increase; also: potency is read from the fitted curve at half-maximal effect; % of control where 0% means no effect; nearly all actives have a fitted effect of over 65% in size
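HeLa cells stably expressing A3F-eYFP plus Vif, plated and incubated overnight at 37 deg C, then exposed to compounds overnight at 37 deg C. Blocked degradation read as raised yellow fluorescence (Ex 488/Em 500-530).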
RXFP1 agonist – activates the human relaxin receptor RXFP1; Potency, µM (doses to about 57.5 µM), for inactives: at the top dose activation, usual class: activators; 0.3% of 370,000 active; AID 2676; HEK293T-RXFP1 cAMP TR-FRET, 30 min; response scale: percent of porcine relaxin response, buffer zero; Q9HBX9; also: potency is read from the fitted curve at half-maximal effect; % is scaled to controls: 0 for no effect and ±100 for the full control effect; nearly all actives have a fitted effect of over 60% in size; many of its hits are not listed in these tables
Target sequence (Q9HBX9 whole entry, looked up): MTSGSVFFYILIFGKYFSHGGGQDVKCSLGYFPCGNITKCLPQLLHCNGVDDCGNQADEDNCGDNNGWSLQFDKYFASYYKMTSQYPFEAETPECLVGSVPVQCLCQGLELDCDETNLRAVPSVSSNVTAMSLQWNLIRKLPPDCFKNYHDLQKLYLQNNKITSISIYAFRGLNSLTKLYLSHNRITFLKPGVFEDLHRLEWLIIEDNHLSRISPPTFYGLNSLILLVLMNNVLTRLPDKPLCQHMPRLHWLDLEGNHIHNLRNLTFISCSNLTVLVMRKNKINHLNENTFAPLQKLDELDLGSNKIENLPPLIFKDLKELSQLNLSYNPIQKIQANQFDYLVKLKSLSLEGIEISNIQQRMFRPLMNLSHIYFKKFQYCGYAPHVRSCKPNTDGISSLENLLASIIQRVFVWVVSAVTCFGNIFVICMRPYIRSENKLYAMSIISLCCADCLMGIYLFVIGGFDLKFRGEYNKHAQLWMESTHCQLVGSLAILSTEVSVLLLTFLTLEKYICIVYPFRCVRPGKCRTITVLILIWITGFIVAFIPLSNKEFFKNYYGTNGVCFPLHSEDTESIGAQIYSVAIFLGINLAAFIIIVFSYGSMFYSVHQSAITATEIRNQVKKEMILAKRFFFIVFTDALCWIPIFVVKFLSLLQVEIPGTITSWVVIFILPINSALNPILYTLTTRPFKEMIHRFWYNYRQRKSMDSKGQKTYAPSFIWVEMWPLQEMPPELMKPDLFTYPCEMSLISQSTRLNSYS
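cAMP rise read by TR-FRET after 30 min, 37C compound exposure (up to 58 uM) in RXFP1-transfected HEK293 cells with Ro 20174 present. EC50 from Hill-equation fits, with 29 nM porcine relaxin as 100% and buffer as basal.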
Vif-A3G inh – blocks the Vif interaction with human APOBEC3G; HeLa A3G-eYFP + Vif (tagged APOBEC3G with the HIV-1 protein that degrades it), YFP fluorescence, overnight; Potency, µM (doses to about 46.1 µM), for the others: at the top dose activity, negative = active, actives largely listed as inhibitors; 0.076% of 410,000 active; AID 602310;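 also: potency is read from the fitted curve at half-maximal effect; % is scaled to controls: 0 for no effect and ±100 for the full control effect; nearly all actives have a fitted effect of over 60% in size; hits raise eYFP signal because A3G escapes Vif-driven loss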
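HeLa cells stably expressing Vif and C-terminally eYFP-tagged A3G, seeded overnight at 37 deg C, then exposed to compound by pintool overnight at 37 deg C. Rise in yellow fluorescence (Ex 488/Em 500-530, Acumen) marks blocked Vif-driven A3G degradation.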
LDHA block – LDHA (human) enzyme inhibition; purified LDHA, NADH/diaphorase-resazurin fluorescence; active compounds read low; activity change, % (values are at about 110 or 230 µM); 0.15% of 480,000 active; in the data active = activity change below about -30%; inconclusive = mostly about -25% to -30%;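 also: plate controls were DMSO wells for no effect and wells without enzyme for full effect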
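Resorufin fluorescence (ex540/em590), read at 0 and 20 min after diaphorase/resazurin addition, reports the NADH left after a 5 min room-temperature reaction of 2 nM human LDH5 with 0.06 mM NADH and 0.2 mM pyruvate.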
D1 antag – antagonists of human D1 dopamine receptor; P21728; HEK293 TREx D1 cells, calcium flux, dopamine EC80; active compounds read low; activity change, negative = inhibition, % at 10 µM; 3.2% of 360,000 active; AID 504652; in the data active = activity change below about -30%; also: % is scaled to controls: 0 for no effect and ±100 for the full control effect
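Kinetic fluorescence of a calcium dye serves as the read-out. D1-expressing Hek293 Trex cells, induced overnight at 30 C, are exposed to compound for 180 s before an EC80 dopamine addition, then read 180 s further.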
D1 PAM – potentiators of human D1 dopamine receptor; HEK293 TREx D1 cells, calcium flux, dopamine EC20 potentiation; potentiation, % at 10 µM; 0.036% of 360,000 active; in the data active = potentiation above about 30%; also: 0% is about no effect
D1 agonist – agonists of human D1 dopamine receptor; 1% of 360,000 active; HEK293 T-REx D1 cells, calcium flux, agonist mode; activation, % at 2 µM; AID 504660; in the data active = activation above about 30%; also: 0% is about no effect
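Agonism was scored from calcium flux recorded over 180 s (1 read/s) after pintool compound addition, following a 10-cycle baseline. Cells were inducible force-coupled HEK293 TREx D1, plated overnight at 30 C and loaded with no-wash calcium dye.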
Glioma ERSR ind – induces the endoplasmic reticulum stress response in human glioma cells. U87-MG GRP78 promoter luciferase reporter, 16 h. 0.02% of 420,000 active. Potency, µM, inactives show top-dose activation, most hits filed as activators; also: potency is read from the fitted curve at half-maximal effect; series mostly up to about 76 µM; % of control where 0% means no effect; nearly all actives have a fitted effect of over 35% in size
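Stably transfected U87-MG glioma cells carrying a GRP78-based luciferase sensor; 16 h compound incubation. Luminescence end-point read 10 min after Bright-Glo addition at room temperature.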
Active calls of the source: *; ? = inconclusive; nt = no result given. Unless noted, calls follow the shape of the dose curve; as a rule, active = well fitted curve in the direction sought with a large enough effect; inconclusive = small, poorly fitted or top-dose-only effect, or another doubt; inactive = no such curve, though single readings can be large; an effect the other way counts as inactive or inconclusive. Some of the compounds tested; count on the stated rates, not on these rows.

SMILES	D2 potentiator	Vif-A3F inh	RXFP1 agonist	Vif-A3G inh	LDHA block	D1 antag	D1 PAM	D1 agonist	Glioma ERSR ind
Cc1ccc(S(=O)(=O)/N=C2/NC(=O)/C(=C/c3ccccn3)S2)cc1	-16	12%	-0.9%	11%	-9	-14	-2	0	-3%
CCOc1cc(NC(=S)NCc2ccccc2)c(OCC)cc1NC(=O)C(C)C	6	-8%	-0.4%	0%	-3	15	-1	6	-4%
Cc1ccc(-c2ccc(SCC(=O)Nc3nonc3C)nn2)cc1	-15	-16%	-1.3%	2%	-7	-16	-5	2	7%
Cc1ccc(N2CC(C)Cn3c2nc2c3c(=O)n(CC(=O)O)c(=O)n2C)cc1 (centres undefined)	-4	-3%	-2.4%	0%	-6	14	-2	-1	-2%
Cc1oc(-c2ccccc2F)nc1Cn1c(SCc2cccc(Cl)c2)nc2ccncc21	4	-3%	1.7%	4%	-5	-11	-3	24	1%
O=C(NC(=S)Nc1cccc(Cl)c1N1CCCCC1)c1ccco1	2	-16%	0.3%	-12%	-1	35	-3	7	1%
Cc1ccccc1N(CC(=O)N1CCN(c2ccccc2)CC1)S(C)(=O)=O	-5	nt	0.0%	-1%	-5	0	1	5	-5%
O=CN/C=C/c1cccc(O)c1	nt	1%	nt	-1%	-4	nt	nt	nt	-4%
COc1cc(/C=C2\SC(=O)NC2=O)ccc1Oc1ccc([N+](=O)[O-])cn1	6	1%	0.3%	0%	-8	-1	2	1	10%
O=S(=O)(NCc1c(Cl)cccc1Oc1ccccc1)c1ccccc1	7	-4%	-0.6%	-6%	3	-5	-8	21	-2%
O=C(NC1CC1)C1=C[C@@H](c2c[nH]c3ccccc23)C[C@@H](OCCCCO)O1	0	-5%	0.0%	-1%	9	8	0	1	-1%
COC1CCN(Cc2cn(Cc3ccccc3)nc2-c2cc3ccccc3o2)CC1	3	-20%	4.3%	3%	-1	-1	-5	8	0%
CC1CCN(C(=O)C(=O)c2cn(CC(=O)N3CCCCCC3)c3ccccc23)CC1	2	1%	5.9%	-7%	2	5	0	1	-6%
O=C(CN(Cc1ccccc1)C(=O)CNS(=O)(=O)c1ccc(F)cc1)NCC1CCCO1 (centres undefined)	-7	11%	2.8%	0%	1	-1	1	3	-4%
O=C1c2cccc3cccc(c23)N1CN1CCN(c2ccccn2)CC1	nt	1%	3.8%	2%	-6	10	-4	1	2%
COCCNCCCOc1ccc(Br)cc1Cl	-28	-11%	-0.3%	-1%	-15	-9	-7	7	-2%
Cc1cccc(NC(=O)NC2(C)CCS(=O)(=O)C2)c1 (centres undefined)	28	2%	-0.9%	0%	-3	-12	-3	-3	?
Cc1ccc(NC(=O)CSc2cn(CC(=O)N3CCCCCC3)c3ccccc23)cc1	0	2%	-22%	1%	-3	4	3	4	-2%
CC(C)CN(CC(C)C)C(=S)NC1CCCCC1	-3	-2%	3.4%	1%	0	1	-6	1	1%
COc1ccc(C2C(C(=O)c3cccs3)=C(O)C(=O)N2Cc2cccnc2)cc1OC (centres undefined)	17	-13%	-2.4%	-4%	-5	12	1	5	-2%
CC1CCN(c2ccc(NC(=O)C3CCCN3S(=O)(=O)c3ccc(F)cc3)cc2)CC1 (centres undefined)	6	-2%	0.4%	1%	2	-19	-1	-1	-6%
O=C(CCCn1c(=O)[nH]c2ccsc2c1=O)N1CCCCC1	-1	0%	1.3%	-5%	-9	-6	-6	1	5%
Cc1ccc(S(=O)(=O)N2CCN(Cc3ccco3)CC2)cc1C	6	0%	0.3%	1%	0	0	1	0	-1%
CCCSCCCNC(=O)CN1C(=O)COc2ccc(S(=O)(=O)N3CCCCCC3)cc21	0	0%	-0.9%	-2%	-2	-20	-5	4	2%
COc1ccc(Cl)cc1C(=O)Nc1ccc2c(c1)OCO2	-3	-3%	-1.6%	0%	-1	6	-4	4	5%
(cont.)
SMILES	D2 potentiator	Vif-A3F inh	RXFP1 agonist	Vif-A3G inh	LDHA block	D1 antag	D1 PAM	D1 agonist	Glioma ERSR ind
CCc1c(O)nc(SCC(=O)Nc2ccc(C)cc2)n(C2CCCCC2)c1=O	17	?	-0.4%	-6%	2	1	4	0	-2%
CC(C)CNC(=O)C1=CC(c2ccc3c(c2)OCO3)=NS(=O)(=O)N1C	2	3%	-0.2%	1%	1	-21	-3	9	0%
CN(c1ccccc1C(=O)Nc1cccnc1)S(C)(=O)=O	10	-11%	1.7%	0%	-7	-8	-1	2	-1%
COc1ccc(-c2nc(CS(=O)CC(=O)NC3CCCc4ccccc43)c(C)o2)cc1OC (centres undefined)	18	2%	3.9%	-3%	1	-9	-3	3	-5%
Cc1ccc(S(=O)(=O)CCC(=O)OCC(=O)NC(C)c2ccc(F)cc2)cc1 (centres undefined)	1	9%	-0.1%	-13%	-16	8	nt	-1	-3%
Cc1noc(C)c1-c1nnc(-c2ccc(C(F)(F)F)cc2)o1	-6	9%	-1.5%	-3%	-10	-2	3	0	-4%
OCC1(Cc2ccccc2)CCN(Cc2cnn(-c3ccccc3F)c2)CC1	-21	0%	-1.2%	1%	-6	2	-1	6	-4%
COc1ccc(Cl)cc1NC(=O)c1nnn(CC(=O)Nc2ccc(C)c(C)c2)c1N	-6	1%	1.7%	-1%	-12	2	1	1	0%
COC(=O)c1c(NC(=O)C(C)C)sc2c1C(C(=O)OC)CC2 (centres undefined)	47*	-5%	2.4%	0%	-3	68	3	3	-5%
CCOC(=O)CC1COc2ccccc2N1C(=O)c1cccc([N+](=O)[O-])c1 (centres undefined)	6	-4%	0.3%	-1%	-5	4	7	2	-1%
Cc1ccc(C)c(N2CCN(CCCNC(=O)Cn3c(-c4cccs4)cc4ccccc43)CC2)c1	2	-12%	3.5%	-1%	-2	10	4	-2	6%
C=CCNC(=O)c1ccccc1NC(=O)Nc1ccccc1	-1	-13%	0.0%	1%	-4	3	-2	0	0%
Cc1oc(-c2cccc(Cl)c2)nc1CN1CCCC(C(=O)NCc2ccc(F)cc2)C1 (centres undefined)	-17	-1%	0.8%	0%	-2	-5	-4	2	-3%
CCC(Sc1nc2cc(OC)c(OC)cc2c2nc(-c3ccccc3)nn12)C(=O)Nc1cccc(C)c1 (centres undefined)	nt	3%	11%	4%	1	24	1	1	0%
COc1ccccc1-c1nnc(N)s1	4	4%	2.5%	0%	-10	-14	-3	0	-1%
O=C(CSc1nncn1-c1ccccc1)NC1CCCc2ccccc21 (centres undefined)	-4	6%	0.5%	-1%	-4	1	-2	2	-3%
COc1ccc(-n2c(C)nn(CC3CC3)c2=O)cc1	-6	-2%	0.6%	0%	-10	nt	-8	1	2%
Cc1ccccc1-n1nnnc1-c1ccccc1	0	0%	-1.3%	0%	-9	-3	0	5	-3%
O=c1c(Cl)c(Cl)cnn1Cc1ccc(F)cc1	11	2%	1.4%	?	-3	-5	-1	3	-14%
O=C(Nc1ccc(S(=O)(=O)Nc2nccs2)cc1)c1nn(-c2ccc(F)cc2)ccc1=O	-1	-5%	13%	2%	-9	-5	-6	2	-1%
CC(C)c1onc(C(=O)N2CCC(C(N)=O)CC2)c1[N+](=O)[O-]	-2	0%	2.6%	1%	-1	-12	5	2	2%
CCc1ccc(NC(=O)CCNS(=O)(=O)c2ccc3c(c2)oc(=O)n3C)cc1	-10	2%	8.9%	1%	1	-12	1	0	0%
Cc1nn(C)c(C)c1NC(=O)COc1ccc(F)cc1Br	nt	-4%	nt	1%	-1	nt	nt	nt	-1%
O=C(COc1ncnc2ccccc12)N1CCN(c2ccccc2)CC1	-19	7%	5.1%	-2%	-8	17	-3	1	-3%
COC(=O)CN1C(=S)N(c2ccc(OC)cc2)C(=O)C1CC(=O)Nc1ccc(F)cc1 (centres undefined)	-3	-11%	1.5%	-1%	1	10	-5	4	4%

Shown field by field: 4 of the compounds above
> COC(=O)CN1C(=S)N(c2ccc(OC)cc2)C(=O)C1CC(=O)Nc1ccc(F)cc1 (centres undefined)
  D2 potentiator: -3
  Vif-A3F inh: -11%
  RXFP1 agonist: 1.5%
  Vif-A3G inh: -1%
  LDHA block: 1
  D1 antag: 10
  D1 PAM: -5
  D1 agonist: 4
  Glioma ERSR ind: 4%
> COc1ccc(Cl)cc1NC(=O)c1nnn(CC(=O)Nc2ccc(C)c(C)c2)c1N
  D2 potentiator: -6
  Vif-A3F inh: 1%
  RXFP1 agonist: 1.7%
  Vif-A3G inh: -1%
  LDHA block: -12
  D1 antag: 2
  D1 PAM: 1
  D1 agonist: 1
  Glioma ERSR ind: 0%
> CCOC(=O)CC1COc2ccccc2N1C(=O)c1cccc([N+](=O)[O-])c1 (centres undefined)
  D2 potentiator: 6
  Vif-A3F inh: -4%
  RXFP1 agonist: 0.3%
  Vif-A3G inh: -1%
  LDHA block: -5
  D1 antag: 4
  D1 PAM: 7
  D1 agonist: 2
  Glioma ERSR ind: -1%
> Cc1ccccc1-n1nnnc1-c1ccccc1
  D2 potentiator: 0
  Vif-A3F inh: 0%
  RXFP1 agonist: -1.3%
  Vif-A3G inh: 0%
  LDHA block: -9
  D1 antag: -3
  D1 PAM: 0
  D1 agonist: 5
  Glioma ERSR ind: -3%

The results go on:
SMILES	D2 potentiator	Vif-A3F inh	RXFP1 agonist	Vif-A3G inh	LDHA block	D1 antag	D1 PAM	D1 agonist	Glioma ERSR ind
Cc1cc(C)cc(OCC(=O)Nc2c(C)ccc3nsnc23)c1	-7	-8%	9.0%	-4%	-4	8	0	0	-4%
CC(Cc1ccccc1)NC(=O)c1cc([N+](=O)[O-])ccc1Cl (centres undefined)	-8	-2%	3.2%	1%	-8	-5	2	3	-1%
O=C(CCCC(=O)OCC(=O)c1ccc(F)cc1)Nc1cc(C(F)(F)F)ccc1Cl	-20	-1%	-1.8%	2%	1	9	1	15	-1%
COc1ccc(NC(=O)N2CCCCC2c2cccnc2)cc1 (centres undefined)	14	9%	-0.8%	0%	5	-9	-14	2	0%
CC(=O)Nc1ccc(N2CCOCC2)c(Cl)c1	13	2%	3.5%	-1%	-3	-4	4	4	-6%
O=C(NC1CCSc2ccccc21)c1cccc([N+](=O)[O-])c1 (centres undefined)	-1	-13%	3.8%	-12%	-9	-26	-4	1	7%
